ARFGAP1 inh = inhibitors of rat ARFGAP1; inhibition, % at 16.5 µM; Arfgap1-stimulated ARF1 GTP hydrolysis, GDP FP detection; 360,000 compounds, 0.26% hits;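 active = inhibition above a per-plate limit, mean inhibition of low control wells plus 3 SD, cut at about 25% in these data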;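 note: 0% = DMSO wells with enzyme and 100% = wells lacking Arfgap1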
Target sequence (Q62848 1-136 limits assumed): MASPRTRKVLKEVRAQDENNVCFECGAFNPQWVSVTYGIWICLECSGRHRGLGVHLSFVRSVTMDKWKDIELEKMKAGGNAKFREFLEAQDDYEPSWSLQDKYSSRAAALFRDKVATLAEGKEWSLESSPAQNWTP
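Material – truncated rat Arfgap1 GAP domain · Buffer or medium – HEPES-based buffer, pH 7.5 · Reagent – human ARF1(Δ1-17)-GTP substrate · Dosing – 16.5 µM single point, 1.26% DMSO · Schedule – GTP hydrolysis reaction 2 h at 25 °C · Technique – GDP detection by fluorescence polarization · Benchmarks – No-Arfgap1 wells (100%) versus DMSO full-reaction wells (0%) · Repeats – single replicate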
PLCg1 inh = PLC-gamma1 (human) inhibition, primary screen; AID 720700; inhibition, % at 12.2 µM; purified PLC-gamma1, fluorogenic substrate, fluorescence; 370,000 compounds, 0.84% hits; P19174; in the data active = inhibition above about 9.5%
Rev-erbA mod = modulates human Rev-erb alpha binding to DNA; AID 1259318; 370,000 compounds, 0.79% hits; activity, % at 10 µM; P20393; Rev-erbα–FITC-DNA binding, fluorescence polarization, 90 min;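 active = activity above about 14%, limit read from the data; passing the limit was not always enough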;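 note: 0% = DMSO wells with 35 nM protein and 100% = DMSO wells with 750 nM protein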
KLK7 zymogen act = activators of human kallikrein-7 zymogen. P49862. purified proKLK7, EDANS-DABCYL substrate fluorescence; 100% is mature enzyme control, 0% vehicle. activation, % at 7 µM. 370,000 compounds, 0.9% hits. AID 652039;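 active = activation above the mean of all tested compounds plus 3 SD, computed per campaign excluding outliers beyond control limits, cut at about 13% in these data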
UHRF1 MBD2 ctr = blocks human UHRF1 binding to methylated DNA. Q96T88. UHRF1 binding to methylated oligo, TR-FRET. inhibition, % at 4.4 µM. 370,000 compounds, 0.75% hits; in the data active = inhibition above about 21%;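 note: UHRF1 SRA domain binding a hemimethylated CpG hairpin DNA probe; 0% = median of test compound wells and 100% = reference inhibitor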
Target sequence (Q96T88 whole entry, looked up, the tested form may be a part): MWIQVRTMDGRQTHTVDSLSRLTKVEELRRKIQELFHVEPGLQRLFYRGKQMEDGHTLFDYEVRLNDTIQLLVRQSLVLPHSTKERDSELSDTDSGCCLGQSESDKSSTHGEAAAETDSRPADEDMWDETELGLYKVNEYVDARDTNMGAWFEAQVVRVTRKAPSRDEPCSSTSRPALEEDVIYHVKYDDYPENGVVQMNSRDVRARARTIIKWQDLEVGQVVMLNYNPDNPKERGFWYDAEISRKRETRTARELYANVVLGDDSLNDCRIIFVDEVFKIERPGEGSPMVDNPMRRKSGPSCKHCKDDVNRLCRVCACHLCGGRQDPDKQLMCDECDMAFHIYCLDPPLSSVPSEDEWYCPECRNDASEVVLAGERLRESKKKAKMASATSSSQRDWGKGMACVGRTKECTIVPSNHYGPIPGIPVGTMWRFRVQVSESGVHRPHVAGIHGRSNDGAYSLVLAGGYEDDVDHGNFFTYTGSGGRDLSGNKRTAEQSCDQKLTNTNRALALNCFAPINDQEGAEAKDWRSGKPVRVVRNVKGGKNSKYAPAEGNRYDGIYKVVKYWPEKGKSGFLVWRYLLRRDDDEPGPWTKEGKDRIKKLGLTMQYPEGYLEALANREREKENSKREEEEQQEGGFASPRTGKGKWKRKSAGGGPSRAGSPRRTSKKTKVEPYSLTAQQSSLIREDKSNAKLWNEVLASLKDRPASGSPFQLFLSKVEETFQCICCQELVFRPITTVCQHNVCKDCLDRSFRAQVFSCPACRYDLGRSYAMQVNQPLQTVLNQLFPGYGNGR
DDE Tn6 FP inh = disrupts Tn6 cyclic peptide binding to fibrin D-Dimer-E complex; Fibrin DD(E) TRITC-Tn6 fluorescence polarization displacement; 370,000 compounds, 0.21% hits; P02675; AID 720509; inhibition, % at 8.3 µM;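 active = inhibition above a per-campaign cutoff: mean of compounds within control limits plus 3 SD, cut at about 15% in these data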;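 note: 0% = median of all compound wells on the plate and 100% = blocking peptide control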
DDE Tn7 FP inh = DD(E)-Tn7 binding inhibition, primary FP screen; P02675; inhibition, % at 8.3 µM; FP displacement of FITC-Tn7 peptide from fibrin DD(E); 0% = median of compound wells per plate; 370,000 compounds, 0.13% hits;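 active = inhibition above the mean of compounds falling within the control limits plus 3 SD of them, cut at about 14% in these data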;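 note: 0% = plate median of compound wells and 100% = 10 µM Aha-Tn7 peptide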
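Also added: labelled Tn7 tracer, 0.1 µM; Assay system: human fibrin DD(E) protein; Amount: 2 µM fibrin DD(E); Schedule: 10 min compound pre-incubation, 3 h probe incubation at room temperature; Repeats: one replicate per compound; Read-out basis: percent inhibition; Measured by: fluorescence polarization of the labelled Tn7 tracer.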
PLCb3 inh = PLC-beta3 (human) inhibition, primary screen | Purified PLC-beta3, fluorogenic substrate, fluorescence | 370,000 compounds, 0.18% hits | AID 720704 | inhibition, % at 12.2 µM | Q01970; in the data active = inhibition above about 11%;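 note: 0% = median of compound wells on plate and 100% = full blocker control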
ASAP1 inh = blocks human ASAP1-stimulated Arf1 GTP hydrolysis; Q9ULH1; GDP FP detection; inhibition, % at 16.5 µM; 360,000 compounds, 0.19% hits; in the data active = inhibition above about 25%;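 note: 0% = vehicle with enzyme and substrate and 100% = no enzyme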
HGIII-sPLA2 inh = Inhibits HGIII-sPLA2 liposome hydrolysis, primary screen; Q9NZ20; QFRET BODIPY PC-A2 liposome hydrolysis, fluorescence; inhibition, % at 12.2 µM; 370,000 compounds, 0.56% hits; AID 743126;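 active = inhibition above mean plus 3 SD of compounds lying within the high and low control bounds, cut at about 19% in these data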;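 note: 0% = median of test compound wells and 100% = no enzyme DMSO wells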
Active calls of the source: *; / = not tested or not shown.

SMILES	ARFGAP1 inh	PLCg1 inh	Rev-erbA mod	KLK7 zymogen act	UHRF1 MBD2 ctr	DDE Tn6 FP inh	DDE Tn7 FP inh	PLCb3 inh	ASAP1 inh	HGIII-sPLA2 inh
CCC(C)NC(=O)COC(=O)c1cc([N+](=O)[O-])ccc1Sc1nc(C)cs1 (stereo not given)	1	0	-4	0.2	-1	2	0	1	6	-1
Cc1snc2sc(C(=O)c3ccc(F)cc3)c(N)c12	3	-3	-2	-0.1	-3	0	-5	-12	3	0
CCCCOc1ccc(/C=C/C(=O)NCCc2nc3ccccc3[nH]2)cc1	7	-2	-1	-0.7	-3	-2	6	0	1	-7
O=S(=O)(c1cccs1)N1CCN(CC(O)COc2cc(Cl)ccc2Cl)CC1 (stereo not given)	-2	2	1	0.6	-1	-2	3	1	8	-6
Cc1ccc(S(=O)(=O)Nc2nc3ccccc3nc2Nc2cccc(S(=O)(=O)N3CCCC3)c2)cc1	2	-6	1	-0.4	-4	-7	5	-6	-4	-12
CCOc1cc(C(=O)Nc2ccc([N+](=O)[O-])cn2)cc(OCC)c1OCC	4	1	-1	0.3	-2	7	2	3	-18	6
Cc1cc(=O)oc2c(C)c(OCC(=O)NCCCn3ccnc3)ccc12	3	-5	2	0.5	-2	1	-6	-13	2	7
COc1cc(CNc2nc3ccccc3s2)cc(OC)c1OC	-7	6	-4	-0.2	6	-5	-2	-1	12	5
CCOC(=O)C1=C(N)N2C(=O)C(C)SC2=C(C(=O)OCC)C1c1ccc(O)cc1 (stereo not given)	18	-1	-3	0.1	-2	0	-6	2	7	-20
Cc1cc(C(=O)CN2C(=O)NC3(CCC(C)CC3)C2=O)c(C)n1C (stereo not given)	9	0	-7	0.3	2	3	-2	-8	6	4
COc1ccc(S(=O)(=O)N(CC(=O)N2CCOCC2)c2ccc(F)cc2)cc1OC	14	2	-4	-0.4	4	4	-2	1	12	4
CCN(CC)S(=O)(=O)c1cc(NC(=O)c2ccccc2OCc2c(C)noc2C)ccc1C	-1	-5	6	-0.6	0	6	-2	-9	-3	-4
CCSc1nnc(NC(=O)[C@H](C)N2C(=O)C3CC=CCC3C2=O)s1 (stereo not given in full)	-1	0	9	0.0	0	-5	-2	1	-3	2
COc1ccc(C2N(c3ccccc3)C(=O)C2(F)F)cc1OC (stereo not given)	4	1	-1	-0.2	-1	0	3	-4	16	-1
Cc1cc(C(=O)COC(=O)c2cccnc2Cl)c(C)n1CC1CCCO1 (stereo not given)	8	4	-2	0.0	4	-7	0	-6	8	5

Single records (already shown). Screens in order: ARFGAP1 inh	PLCg1 inh	Rev-erbA mod	KLK7 zymogen act	UHRF1 MBD2 ctr	DDE Tn6 FP inh	DDE Tn7 FP inh	PLCb3 inh	ASAP1 inh	HGIII-sPLA2 inh
CCOc1cc(C(=O)Nc2ccc([N+](=O)[O-])cn2)cc(OCC)c1OCC is entered as 4	1	-1	0.3	-2	7	2	3	-18	6
CCSc1nnc(NC(=O)[C@H](C)N2C(=O)C3CC=CCC3C2=O)s1 (stereo not given in full) is entered as -1	0	9	0.0	0	-5	-2	1	-3	2
Cc1cc(=O)oc2c(C)c(OCC(=O)NCCCn3ccnc3)ccc12 is entered as 3	-5	2	0.5	-2	1	-6	-13	2	7
Cc1cc(C(=O)COC(=O)c2cccnc2Cl)c(C)n1CC1CCCO1 (stereo not given) is entered as 8	4	-2	0.0	4	-7	0	-6	8	5
O=S(=O)(c1cccs1)N1CCN(CC(O)COc2cc(Cl)ccc2Cl)CC1 (stereo not given) is entered as -2	2	1	0.6	-1	-2	3	1	8	-6

The listing picks up with the two entries that preceded the break.
SMILES	ARFGAP1 inh	PLCg1 inh	Rev-erbA mod	KLK7 zymogen act	UHRF1 MBD2 ctr	DDE Tn6 FP inh	DDE Tn7 FP inh	PLCb3 inh	ASAP1 inh	HGIII-sPLA2 inh
COc1ccc(C2N(c3ccccc3)C(=O)C2(F)F)cc1OC (stereo not given)	4	1	-1	-0.2	-1	0	3	-4	16	-1
Cc1cc(C(=O)COC(=O)c2cccnc2Cl)c(C)n1CC1CCCO1 (stereo not given)	8	4	-2	0.0	4	-7	0	-6	8	5
CCC(=O)Nc1ccc(C(=O)Nc2c[nH]c(=O)[nH]c2=O)cc1	-1	4	3	-0.9	15	3	-4	-2	-4	-1
Cn1ccsc1=NC(=O)c1ccc(S(=O)(=O)C(F)F)cc1	-1	-2	-4	-0.6	-1	-4	2	-12	-3	-2
COc1ccccc1-c1noc2ncnc(Nc3cccc(C)c3C)c12	7	-12	1	0.8	1	-1	8	-18	-7	11
Fc1cccc(-c2n[nH]c(=S)n2-c2ccccc2)c1	-6	-12	8	-0.6	0	-5	1	-13	-9	25*
Cc1ccc(C(=O)NC(=S)Nc2ccccc2C)cc1	-19	6	4	0.5	2	-3	-8	9	-2	7
COc1ccc(OCCOC(=O)c2cccs2)cc1	2	1	-1	0.0	0	0	-2	0	2	-1
CCOC(=O)c1cccnc1NC(=O)c1ccccc1	15	-1	0	0.5	-2	-5	-3	1	8	1
O=C(Nc1cccc(Cl)c1)c1cnn2cccnc12	-11	-1	-3	0.3	-5	12	1	2	-5	-5
COc1ccc(C)cc1S(=O)(=O)Nc1ccccc1C	2	11*	0	-0.3	-1	-5	-4	10	5	-12
COc1cc(/C=N/NC(=O)CSc2n[nH]c(=O)[nH]c2=O)cc(OC)c1O	-10	2	-2	-0.5	-2	-5	-2	0	-13	-1
O=C(NCc1ccco1)C(c1ccccc1)N(C(=O)Cc1cccs1)c1ccccc1 (stereo not given)	9	-3	-4	0.1	4	-2	5	6	14	2
COc1cc(CCC(O)CC(=O)CCc2ccccc2)ccc1O (stereo not given)	8	1	2	0.4	-3	-3	-5	4	0	-11
O=C(NCc1nnc(SCC(=O)N2CCCCCC2)o1)c1ccccc1F	1	7	1	0.4	-1	2	-5	-3	6	10
Cc1ccc(C(=O)N(CN2CCCC2=O)c2ccc(F)cc2)cc1	-3	3	2	0.0	5	-1	8	3	2	3
O=C(Nc1nccs1)c1ccc(-c2ccc(F)c(Cl)c2)o1	6	-47	8	-2.9	-3	27*	4	-75	12	-12
COc1ccc(OC)c(NC(=O)CSCC(=O)O)c1	-7	2	2	0.4	1	-1	-4	1	-9	2
Cc1nn(-c2cccc(Cl)c2)c(Cl)c1/C=N/NC(=O)c1cccs1	-3	-5	-7	-0.5	-1	2	6	-2	22	3
Nc1ccc(N2N=C(N3CCCC3)CC2=O)cc1	-8	-3	5	-0.9	0	4	4	-5	-3	11
CCOc1ccc(Cn2nnc(C(=O)Nc3cc(OC)cc(OC)c3)c2N)cc1	10	7	3	-0.2	1	2	6	6	-3	-9
C=CCOc1ccc(/C=N/NC(=O)CC(=O)NC2CCCCC2)cc1	11	-1	1	0.8	0	5	2	-2	-2	-5
Cc1nc(-c2ccccc2)nc2n[nH]c(N)c12	5	0	-3	0.0	-5	0	2	-5	-4	-1
Cc1c(OCC(=O)NC(Cc2ccc(Cl)cc2)C(=O)O)ccc2c(-c3ccccc3)cc(=O)oc12 (stereo not given)	4	-2	-1	0.0	-1	-1	-3	-2	-6	-12
O=C(c1ccccc1)N1CCCN(c2nccc(C(F)(F)F)n2)CC1	-3	-13	-6	-0.5	0	11	-2	-19	-4	-5
Cc1ccc(S(=O)(=O)NCC2CCC(C(=O)NCc3cccnc3)CC2)cc1 (stereo not given)	5	-1	-5	-0.1	3	-5	-2	-6	6	6
CCCC(=O)Nc1ccccc1NC(=O)CN(C)S(=O)(=O)c1ccccc1	6	-1	-1	-0.1	2	-5	1	0	-3	10
CC(C)(C)n1ncc2c(=O)n(Cc3ccc(Cl)cc3)cnc21	2	2	/	-0.2	2	3	-1	-7	19	1
CSc1cccc(NC(=O)CCCn2c(=O)c3cccn3c3cccnc32)c1	16	-7	23	0.2	3	-7	5	-29	-9	1
O=C(NC12CC3CC(CC(C3)C1)C2)c1cncc(Br)c1	7	0	2	0.0	-2	2	1	-69	-4	5
COc1ccc(C(=O)c2ccccc2)cc1CN1CCOCC1	6	2	-4	-0.2	3	4	1	0	-4	-2
CC(=O)Nc1ccc(S(=O)(=O)Nc2nc(-c3ccc(C(C)(C)C)cc3)cs2)cc1	3	-1	3	-0.1	0	3	-5	-2	10	-23
CCCc1ccc(C(=O)[C@@H]2[C@@H](C(C)=O)N3c4ccc(F)cc4C=C[C@@H]3[C@@]23C(=O)Nc2ccccc23)cc1	7	-15	1	0.0	-2	-4	-6	-30	-6	-16
Cc1cc(NC(=S)NC(=O)C2CC2)ccc1Br	5	3	6	0.0	0	8	-3	5	1	10
O=C(NCc1ccccc1OC(F)(F)F)C1CCC(=O)N(C2CC2)C1 (stereo not given)	4	-2	-1	-0.5	-1	-4	-4	-7	14	4
Cn1c(NNC(=O)c2ccccc2F)cc(=O)n(C)c1=O	16	0	1	-0.1	2	-3	-4	-9	10	1
CN(C(=O)c1cnc2n(c1=O)CCS2)C1CCCCC1	-10	2	-5	0.8	-1	-4	-2	7	-10	-1
O=C(c1oc2ccccc2c1N1CCCCC1)N1CCCCC1	-16	0	-3	-0.1	-3	6	15*	3	-11	4
Cc1sc2ncnc(SCC(=O)N3CCCC(C(F)(F)F)C3)c2c1C (stereo not given)	0	0	9	-0.6	0	14	1	-6	4	4
COCCNC(=O)c1ccc(-c2ccc(OC)cc2C)c2ccoc12	1	-21	4	-1.9	-1	-2	-4	-33	-1	2
Cc1ccc(-c2nc3cc(Cl)ccc3o2)cc1	7	3	11	-0.7	12	1	-2	-1	11	6
